UHRF1 binding: UHRF1 methylated DNA binding inhibitors, primary screen, counter-screen for MBD2 inhibitor project, biochemical, TR-FRET, human UHRF1, single concentration; E3 ubiquitin-protein ligase UHRF1 (Homo sapiens), Q96T88; UHRF1 binding to methylated oligo; inhibition, % at 4.4 µM; 0.75% of 370,000 active; in the data active means inhibition above about 21%;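 further: UHRF1 SRA domain binding a hemimethylated CpG hairpin DNA probe; 0% = median of test compound wells and 100% = reference inhibitor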
sPLA2-III inh: human group III sPLA2 inhibitors, primary screen, biochemical, QFRET, BODIPY PC-A2 liposome substrate; Group 3 secretory phospholipase A2 (Homo sapiens), Q9NZ20; QFRET BODIPY PC-A2 liposome hydrolysis, fluorescence; inhibition, % at 12.2 µM; 0.56% of 370,000 active; AID 743126, 2013;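 active means inhibition above mean plus 3 SD of compounds lying within the high and low control bounds, cut at about 19% in these data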;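 further: 0% = median of test compound wells and 100% = no enzyme DMSO wells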
Target sequence (Q9NZ20 whole entry, looked up): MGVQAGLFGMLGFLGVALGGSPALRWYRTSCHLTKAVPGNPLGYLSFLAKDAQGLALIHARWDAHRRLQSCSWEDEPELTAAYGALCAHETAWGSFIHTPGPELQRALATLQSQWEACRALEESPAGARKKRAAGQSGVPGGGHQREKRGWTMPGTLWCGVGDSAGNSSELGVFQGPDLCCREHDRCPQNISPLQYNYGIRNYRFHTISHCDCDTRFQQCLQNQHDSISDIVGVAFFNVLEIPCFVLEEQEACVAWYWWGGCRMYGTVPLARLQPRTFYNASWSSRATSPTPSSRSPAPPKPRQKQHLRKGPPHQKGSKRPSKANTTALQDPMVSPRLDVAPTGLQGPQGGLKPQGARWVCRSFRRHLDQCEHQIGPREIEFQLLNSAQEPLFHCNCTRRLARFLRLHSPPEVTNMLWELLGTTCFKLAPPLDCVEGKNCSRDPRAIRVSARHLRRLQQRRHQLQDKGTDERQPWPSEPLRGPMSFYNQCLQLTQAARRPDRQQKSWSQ
Tn6 DDE FP: inhibitors of Tn6 peptide binding to fibrin DD(E), primary screen, biochemical, fluorescence polarization, human fibrin, Tn6 probe. Fibrinogen beta chain (Homo sapiens), P02675. Fibrin DD(E) TRITC-Tn6 fluorescence polarization displacement. inhibition, % at 8.3 µM. 0.21% of 370,000 active. AID 720509, 2013;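 active means inhibition above a per-campaign cutoff: mean of compounds within control limits plus 3 SD, cut at about 15% in these data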;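 further: 0% = median of all compound wells on the plate and 100% = blocking peptide control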
PLC-beta3 inh: human PLC-beta3 inhibitors, primary screen, biochemical, fluorescence; 1-phosphatidylinositol 4,5-bisphosphate phosphodiesterase beta-3 (Homo sapiens), Q01970; 0.18% of 370,000 active; inhibition, % at 12.2 µM; AID 720704, 2013; Purified PLC-beta3, fluorogenic substrate; in the data active means inhibition above about 11%;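 further: 0% = median of compound wells on plate and 100% = full blocker control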
Tn7 DDE FP: inhibitors of Tn7 peptide binding to fibrin DD(E), primary screen, biochemical, fluorescence polarization, human fibrin, Tn7 probe. Fibrinogen beta chain (Homo sapiens), P02675. FP displacement of FITC-Tn7 peptide from fibrin DD(E); 0% = median of compound wells per plate. inhibition, % at 8.3 µM. 0.13% of 370,000 active. AID 720508, 2013;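 active means inhibition above the mean of compounds falling within the control limits plus 3 SD of them, cut at about 14% in these data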;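 further: 0% = plate median of compound wells and 100% = 10 µM Aha-Tn7 peptide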
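Assay system: human fibrin DD(E) protein / Input: 2 µM fibrin DD(E) / Benchmarks: high control of 10 µM Aha-Tn7 peptide / Measured by: fluorescence polarization of the labelled Tn7 tracer / Medium: Tris buffer with calcium and detergent, pH 7.8 / Timing: 10 min compound pre-incubation, 3 h probe incubation at room temperature / Repeats: one replicate per compound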
ASAP1 GAP inh: inhibitors of human ASAP1 ArfGAP activity, primary screen, biochemical, fluorescence polarization | AID 624377, 2012 | 0.19% of 360,000 active | inhibition, % at 16.5 µM | ASAP1-stimulated ARF1 GTP hydrolysis, GDP FP detection; in the data active means inhibition above about 25%;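 further: 0% = vehicle with enzyme and substrate and 100% = no enzyme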
proKLK7 act: proKLK7 zymogen activators, primary screen, biochemical, fluorescence intensity; Kallikrein-7 (Homo sapiens), P49862; purified proKLK7, EDANS-DABCYL substrate fluorescence; 100% is mature enzyme control, 0% vehicle; activation, % at 7 µM; 0.9% of 370,000 active; AID 652039, 2013;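 active means activation above the mean of all tested compounds plus 3 SD, computed per campaign excluding outliers beyond control limits, cut at about 13% in these data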
PLCg1 inh: PLC-gamma1 enzyme inhibitors, primary screen, biochemical, fluorescence, purified enzyme; 0.84% of 370,000 active; AID 720700, 2013; fluorogenic substrate; inhibition, % at 12.2 µM; 1-phosphatidylinositol 4,5-bisphosphate phosphodiesterase gamma-1 (Homo sapiens), P19174; in the data active means inhibition above about 9.5%
ARFGAP1 inhibitor: inhibitors of rat ARFGAP1 GAP activity, primary screen, biochemical, fluorescence polarization, GDP tracer; ADP-ribosylation factor GTPase-activating protein 1 (Rattus norvegicus), Q62848; Arfgap1-stimulated ARF1 GTP hydrolysis, GDP FP detection; inhibition, % at 16.5 µM; 0.26% of 360,000 active; AID 651572, 2012;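 active means inhibition above a per-plate limit, mean inhibition of low control wells plus 3 SD, cut at about 25% in these data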;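 further: 0% = DMSO wells with enzyme and 100% = wells lacking Arfgap1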
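Material: rat Arfgap1 catalytic domain, aa 1-136; also added: human ARF1(Δ1-17)-GTP substrate; compound dosing: one concentration, 16.5 µM, DMSO 1.26%; incubation: GTP hydrolysis reaction 2 h at 25 °C; measured by: Tracer-displacement fluorescence polarization with EDTA stop, 620/688 nm; evaluation: % inhibition from polarization; repeats: one replicate per compound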
NR1D1 modulator: modulators of Rev-erb alpha DNA binding, primary screen, biochemical, FITC-DNA, fluorescence polarization, uHTS | activity, % at 10 µM | Nuclear receptor subfamily 1 group D member 1 (Homo sapiens), P20393 | AID 1259318, 2017 | Rev-erbα–FITC-DNA binding, 90 min | 0.79% of 370,000 active;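 active means activity above about 14%, limit read from the data; passing the limit was not always enough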;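 further: 0% = DMSO wells with 35 nM protein and 100% = DMSO wells with 750 nM protein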
Target sequence (P20393 whole entry, looked up): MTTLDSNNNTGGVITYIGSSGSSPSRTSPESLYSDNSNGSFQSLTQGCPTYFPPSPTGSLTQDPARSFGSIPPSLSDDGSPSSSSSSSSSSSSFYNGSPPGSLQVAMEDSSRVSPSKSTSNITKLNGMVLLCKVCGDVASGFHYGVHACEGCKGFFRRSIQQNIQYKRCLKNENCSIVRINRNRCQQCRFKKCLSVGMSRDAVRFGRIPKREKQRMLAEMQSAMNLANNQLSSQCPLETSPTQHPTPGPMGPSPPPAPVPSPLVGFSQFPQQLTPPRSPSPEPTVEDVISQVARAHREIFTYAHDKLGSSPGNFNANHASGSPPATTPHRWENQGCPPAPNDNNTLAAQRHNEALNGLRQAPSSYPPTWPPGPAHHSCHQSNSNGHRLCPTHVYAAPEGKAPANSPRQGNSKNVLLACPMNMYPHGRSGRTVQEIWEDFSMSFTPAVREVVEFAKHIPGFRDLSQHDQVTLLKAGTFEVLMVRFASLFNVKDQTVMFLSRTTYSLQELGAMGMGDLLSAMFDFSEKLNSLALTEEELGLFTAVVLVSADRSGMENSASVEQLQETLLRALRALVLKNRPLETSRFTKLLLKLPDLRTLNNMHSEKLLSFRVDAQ
* = called active by the depositor; i = inactive. An unsorted share of the library; any-hit rate near 4.5%.

SMILES	UHRF1 binding	sPLA2-III inh	Tn6 DDE FP	PLC-beta3 inh	Tn7 DDE FP	ASAP1 GAP inh	proKLK7 act	PLCg1 inh	ARFGAP1 inhibitor	NR1D1 modulator
COC(=O)CSc1nnc(-c2ccc(S(=O)(=O)N3CCCCC3)cc2)o1	1.0	-0.5	2.3	2.6	-0.4	-0.9	-0.4	7.3	-9.9	-0.9
CCOC(=O)C1=C(C)N(CCCC(=O)O)C(=O)NC1c1ccc(Cl)cc1Cl (stereo not given)	0.6	5.8	0.4	3.1	-0.8	10.8	0.0	1.6	2.3	-0.1
CCOC(=O)c1c(NC(=O)CSc2cn(CC)c3ccccc23)sc2c1CCC2	0.3	-3.0	1.0	-0.4	6.9	7.9	0.1	0.3	2.1	5.2
Clc1cc(Cl)cc(C2=NC(Cc3ccccc3)CO2)c1 (stereo not given)	0.9	8.1	1.1	-5.9	2.4	-6.3	-0.4	2.9	-8.7	2.0
CC(C)(C)c1ccc(OCc2cnc(Cl)s2)cc1	2.4	3.7	-1.5	0.6	5.3	-1.6	0.1	0.5	4.7	4.5
Cc1ccc(CN2CCN(Cc3ccc4c(c3)OCCO4)CC2CCO)cc1 (stereo not given)	1.3	3.2	0.3	-7.3	-5.7	2.1	-0.5	-1.1	-6.8	3.7
Cc1ccc2oc(=O)c3cc(C(=O)NCCN4CCc5ccccc5C4)sc3c2c1	-8.0	-10.2	-0.1	-25.1	-1.3	2.6	-1.8	-17.6	-0.5	1.5
CCOc1ccc(C(=S)N2CCCC2)cc1	1.8	4.0	4.6	-0.5	-4.7	-2.6	-0.9	3.5	-8.7	3.0
COc1ccc(NC(=O)CCN2C(=O)C3C4C=CC(C4)C3C2=O)cc1 (stereo not given)	-1.3	-0.7	1.0	-6.6	-2.4	0.1	0.2	-1.3	-5.5	2.8
O=C1CC(N2CCN(c3ccccc3Cl)CC2)C(=O)N1c1ccc(F)cc1 (stereo not given)	-0.2	5.3	0.2	6.7	-2.2	-15.2	0.6	3.4	-7.1	6.3
CCN(C(=O)c1ccc2c(=O)n3c(nc2c1)CCCCC3)c1ccc(F)cc1	1.5	-0.4	-1.6	-1.2	0.6	-4.2	0.0	0.9	-3.2	1.7
CCOc1ncccc1C(=O)N(C)CC(=O)Nc1ccccc1SC	-1.1	-6.5	-3.2	4.1	-0.3	-10.3	-0.8	0.4	2.8	3.7
COC(=O)c1ccc(C(=O)N2CCCC(Nc3ccc(C(C)C)cc3)C2)cc1 (stereo not given)	-0.5	-1.3	-0.7	-8.1	-6.7	6.2	-0.2	-0.8	7.8	-2.1
COc1ccc(NC(=O)COC(=O)c2cc(C)oc2C)cc1OC	2.7	-0.5	3.8	-2.1	1.4	0.5	1.5	1.3	2.4	6.6
CSCCC(NC(=O)c1ccccc1Cl)C(=O)Nc1cccc(S(=O)(=O)N2CCCC2)c1 (stereo not given)	2.6	-4.6	-3.2	4.7	1.5	-3.2	0.2	2.4	3.1	-6.8
O=C(OCc1c(Cl)cccc1Cl)c1ccccn1	0.7	-4.0	0.0	-2.1	-1.6	-18.5	-0.1	-1.4	-1.4	2.9
Cc1cc(=O)[nH]c(N/N=C/c2ccccn2)n1	5.1	11.3	-3.9	-8.9	4.4	19.5	0.1	7.5	0.7	4.0
NC(=O)CC(NC(=O)c1ccccc1)c1ccc(N2CCC(N3CCCC3)CC2)c([N+](=O)[O-])c1 (stereo not given)	-0.6	11.2	-1.4	0.3	6.5	-5.1	-0.5	2.4	2.1	-3.8
CCOc1cc(NC(=S)NCCCN2CCOCC2)c(OCC)cc1NC(=O)C1CC1	-1.4	8.0	-1.6	2.1	5.9	-5.9	0.4	1.0	-6.1	2.9
C=CCOc1ccc(/C=N/NC(C)=O)cc1OCC	-1.3	3.3	0.6	2.1	-4.5	3.4	-0.4	0.6	-14.0	-1.6
CC(C)NC(=O)Nc1ccc2c(c1)CC(=O)N([C@@H](C)CO)C[C@H](C)[C@@H](CN(C)C(=O)NC1CCCCC1)O2	0.9	16.9	-2.7	0.6	-4.9	12.0	-0.6	-0.6	-9.0	2.2
CN1CCN(C(=O)C2CCCCC2C(=O)O)CC1 (stereo not given)	0.5	3.6	2.0	2.4	3.3	-2.1	0.2	-0.3	-8.0	3.3
CCC(CC)NC(=O)c1cccc(NC(=O)C(C)C)c1	0.9	3.7	-8.3	-1.7	0.6	-5.2	0.3	-0.7	5.9	1.9
O=C(O)Cc1sc(N/N=C\c2ccccc2)nc1-c1ccccc1	-5.2	23.1*	-0.5	-61.3	5.3	4.8	-0.3	-54.9	-0.3	5.5
COc1ccc(OC)c(-c2cc(C(=O)Nc3c(C)nn(Cc4ccc(Cl)cc4)c3C)no2)c1	0.1	1.3	-1.2	-5.6	-0.8	8.0	-1.0	-3.4	7.4	2.7
Additional structures follow.
SMILES	UHRF1 binding	sPLA2-III inh	Tn6 DDE FP	PLC-beta3 inh	Tn7 DDE FP	ASAP1 GAP inh	proKLK7 act	PLCg1 inh	ARFGAP1 inhibitor	NR1D1 modulator
COc1ccc(NC(=O)COc2cc(C)cc(C)c2)cc1S(=O)(=O)N1CCCCC1	-0.7	-6.0	-1.4	-0.4	-9.6	-1.9	0.0	2.9	19.2	-2.6
C[C@H]1CN([C@@H](C)CO)C(=O)CCCn2cc(nn2)CO[C@@H]1CN(C)S(=O)(=O)c1ccc2ccccc2c1	0.6	2.8	-5.9	-0.4	-1.6	-7.6	-0.1	1.2	1.4	-5.6
O=C(CCN1C(=O)COc2ccccc21)NCCN1CCOCC1	3.8	3.5	3.6	1.7	2.5	10.4	-0.6	1.6	-3.3	-1.0
COc1ccc(C(=O)Nc2c(C)cc(C)cc2C)cc1OC	-1.0	0.9	7.6	-5.8	3.8	-2.7	-0.2	-0.3	-1.1	5.5
Cc1ccc2c(c1)CCCN2CC(=O)Nc1cccc(S(=O)(=O)N2CCCC2)c1	6.2	4.2	1.4	-28.5	0.8	4.5	-0.2	-19.5	-3.0	7.1
CC1Cc2nc(SCC(=O)NCCc3ccccc3)n(C)c(=O)c2S1 (stereo not given)	-1.5	0.4	1.2	0.9	-2.3	0.2	-0.6	0.6	-7.5	0.2
Cc1ccccc1C(=O)Nc1ccnn1C1CCN(C(=O)C2CCOC2)CC1 (stereo not given)	1.7	2.2	-5.2	-7.3	8.1	4.5	0.2	-0.8	2.1	-0.7
FC(F)(F)c1ccc(CN2C[C@@H]3C(c4ccccc4)C4(c5cccnc5)CC3(C4)[C@H]2c2ccccc2)cc1 (stereo not given in full)	-3.6	13.0	0.5	-4.2	1.4	8.2	0.4	-0.6	8.0	0.3
O=C(c1cccn2c(=O)c3ccc(Cl)cc3nc12)N1CCN(Cc2ccc3c(c2)OCO3)CC1	2.2	-6.8	-4.6	i	-1.6	3.4	-40.7	i	1.7	1.6
COC(=O)C(C#N)C(c1cccnc1)c1c(C)[nH][nH]c1=O (stereo not given)	-7.2	-3.9	2.9	0.6	0.8	8.7	-0.6	0.3	17.9	9.7
C=C(C)Cn1cnc2c(oc3nc4c(cc32)CCCC4)c1=O	-0.4	3.2	-1.2	-9.1	5.2	19.6	-0.1	-0.6	10.5	4.2
O=C(CCc1ccc(S(=O)(=O)N2CCOCC2)cc1)N1CCc2ccccc2C1	-0.4	-4.0	-1.2	-4.9	-1.8	3.2	-0.1	1.8	6.0	5.8
CNc1nc(SC)nc(N(C)C#N)n1	3.1	2.2	4.2	5.5	-4.4	5.6	-1.4	6.2	-3.8	3.0
COc1cc(N=CC2=C(O)c3ccccc3C2=O)cc(OC)c1	-1.3	5.9	-3.8	-16.3	5.5	-2.8	-0.4	-8.1	-3.2	-0.7
COC(=O)c1ccc(NC(=O)c2c(C(=O)Nc3ccccc3)sc3nc(C)cc(=O)n23)cc1	5.7	12.8	-4.5	-2.0	-6.8	-4.2	-4.5	-0.8	-1.9	10.3
COc1ccc(NC(=O)N/C=C/c2ccco2)cc1	5.6	0.5	2.1	-3.4	-9.1	-7.9	0.3	-3.5	2.3	-6.7
NC(=O)Cn1nc(-c2ccccc2)nc1-c1ccccc1	-0.7	-0.7	5.2	-5.4	-1.0	1.3	0.5	2.2	3.4	3.0
COc1cccc(N2CCN(C(=O)CC(C)(C)CC3=NS(=O)(=O)c4ccccc4N3)CC2)c1	1.8	-10.5	2.1	-6.4	-9.6	-21.2	0.5	4.5	7.4	0.9
CN(CC(=O)Nc1ccc(OC(F)(F)F)cc1)C(=O)c1ccccc1SCC(=O)N1CCCC1	-0.9	-4.9	9.7	0.2	-2.9	-7.0	-0.7	2.0	-6.8	-2.7
Nc1ccn([C@@H]2O[C@H](C(=O)Nc3ccc(Oc4ccccc4)nc3)[C@@H](O)[C@H]2O)c(=O)n1	-1.2	-2.3	-5.6	0.0	-6.5	5.5	0.4	3.4	12.1	2.1
Oc1ccc(Br)cc1C=Nc1cccn2cc(-c3ccccc3)nc12	-3.4	-1.9	-0.2	-495.8	-4.5	-12.2	-103.6	-430.7	-10.2	-4.1
NC(=O)C1CCN(C(=O)c2ccc3c(=O)n(Cc4ccco4)c(SCc4ccc([N+](=O)[O-])cc4)nc3c2)CC1	3.2	2.4	5.6	-6.9	4.2	8.9	-0.3	2.0	10.4	-3.3
O=C(CSc1n[nH]c(=O)n1Cc1ccco1)c1ccc(F)cc1	8.9	-32.5	3.8	-3.4	-0.8	10.1	0.4	1.5	-11.2	-1.7

One compound at a time (already shown). Order of screens: UHRF1 binding, sPLA2-III inh, Tn6 DDE FP, PLC-beta3 inh, Tn7 DDE FP, ASAP1 GAP inh, proKLK7 act, PLCg1 inh, ARFGAP1 inhibitor, NR1D1 modulator
Listed for C=C(C)Cn1cnc2c(oc3nc4c(cc32)CCCC4)c1=O → -0.4, 3.2, -1.2, -9.1, 5.2, 19.6, -0.1, -0.6, 10.5, 4.2
Listed for COc1ccc(NC(=O)COc2cc(C)cc(C)c2)cc1S(=O)(=O)N1CCCCC1 → -0.7, -6.0, -1.4, -0.4, -9.6, -1.9, 0.0, 2.9, 19.2, -2.6
